# Screening results (PubChem BioAssay)
# TNAP act hiacc: increases human TNAP activity under high phosphate acceptor concentration; P05186; purified TNAP, CDP-star luminescence, 1 M DEA, 30 min; hits give high values; 0 = EDTA background, 1 = DMSO-only activity; activation factor at 20 µM; 200,000 tested, under 10 active;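 active = activation factor at least 2 at 20 µM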
# Target sequence (P05186 whole entry, looked up): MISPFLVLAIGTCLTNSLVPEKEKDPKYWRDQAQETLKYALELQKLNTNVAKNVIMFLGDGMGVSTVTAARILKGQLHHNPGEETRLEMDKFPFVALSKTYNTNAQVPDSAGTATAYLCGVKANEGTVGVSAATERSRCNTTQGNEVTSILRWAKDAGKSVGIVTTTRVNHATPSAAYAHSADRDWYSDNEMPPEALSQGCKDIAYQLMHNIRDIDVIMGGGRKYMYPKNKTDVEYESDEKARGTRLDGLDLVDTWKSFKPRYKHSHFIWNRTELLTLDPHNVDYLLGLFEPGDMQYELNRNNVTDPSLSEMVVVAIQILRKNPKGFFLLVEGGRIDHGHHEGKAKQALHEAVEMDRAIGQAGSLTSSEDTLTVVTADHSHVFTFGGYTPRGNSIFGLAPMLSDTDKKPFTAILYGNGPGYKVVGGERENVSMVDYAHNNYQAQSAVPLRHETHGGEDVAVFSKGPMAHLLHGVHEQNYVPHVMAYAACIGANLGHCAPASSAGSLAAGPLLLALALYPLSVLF
#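 Test system – human TNAP · Doses – 20 µM single point · Incubation – 30 min, room temperature · Signal – luminescent substrate turnover signal · Read-out basis – activation factor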
# FLuc act counter: firefly luciferase counter-screen for stimulation assays; ATPlite luciferase biochemical, luminescence, 10 min; 0 = ATP-free wells, 1 = DMSO control; AID 1027; P08659; 200,000 tested, under 10 active; activation factor at 10 µM;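 active = luciferase activation factor, scaled between plate controls, of at least 2 with compound at 10 µM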
#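 Material: Luciferase/luciferin reagent mix | Doses: Test compounds dosed from 2 mM stocks in 100% DMSO | Timing: 10 min incubation after luciferase reagent addition, room temperature | Measured by: Luminescence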
# APP 5'UTR act: activates APP 5'UTR luciferase reporter; SH-SY5Y APP 5'UTR luciferase reporter, luminescence; zero percent = DMSO vehicle wells; activation, % at 2 µM; hit rate 1% among 190,000;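 active = activation above a set limit, based on mean plus 3 SD of controls, cut at about 140% in these data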; also: values of inactives mirror those of a sister screen read the other way
# NF-kB expr up: raises NF-kB expression in human neuronal cells. fold change at 12.5 µM. NF-kB reporter expression; hits give high values. AID 1239. hit rate 1.6% among 190,000; in the data active = fold change above about 3.3
# TNAP inh no acc: blocks human TNAP activity with no phosphate acceptor present. purified TNAP, CDP-star luminescence, 30 min. inhibition, % at 20 µM. hit rate 0.26% among 200,000. AID 1012;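 active = tissue-nonspecific alkaline phosphatase inhibition above about 50% at 20 µM in the single-dose screen, limit read from the data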;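 also: 0% = DMSO negative control and 100% = EDTA positive control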
# FLuc inh counter: counter-screen for luciferase assay inhibitors: firefly luciferase inhibition; hit rate 1.5% among 200,000; P08659; inhibition, % at 10 µM; ATPLite firefly luciferase biochemical luminescence, 10 min;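 active = inhibition above about 50% when tested at 10 µM, limit read from the data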
# TNAP inh hiacc: blocks human TNAP under high phosphate acceptor concentration; P05186; purified TNAP, CDP-star luminescence, 1 M DEA; hit rate 0.03% among 200,000; inhibition, % at 20 µM;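 active = over 50% inhibition of tissue-nonspecific alkaline phosphatase at 20 µM in the single-dose screen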;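 also: plate controls were DMSO wells for no effect and EDTA-quenched wells as full inhibition for full effect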
# PMI act hi M6P: PMI (human) activation, high substrate | activation factor at 20 µM | P34949 | AID 1216 | coupled PMI enzyme assay, resazurin fluorescence, 20 min; hits give high values; 1 = untreated enzyme, 0 = substrate-free blank | hit rate 0.34% among 190,000;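 active = activation factor of 2 or more at 20 µM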
# Target sequence (P34949 whole entry, looked up): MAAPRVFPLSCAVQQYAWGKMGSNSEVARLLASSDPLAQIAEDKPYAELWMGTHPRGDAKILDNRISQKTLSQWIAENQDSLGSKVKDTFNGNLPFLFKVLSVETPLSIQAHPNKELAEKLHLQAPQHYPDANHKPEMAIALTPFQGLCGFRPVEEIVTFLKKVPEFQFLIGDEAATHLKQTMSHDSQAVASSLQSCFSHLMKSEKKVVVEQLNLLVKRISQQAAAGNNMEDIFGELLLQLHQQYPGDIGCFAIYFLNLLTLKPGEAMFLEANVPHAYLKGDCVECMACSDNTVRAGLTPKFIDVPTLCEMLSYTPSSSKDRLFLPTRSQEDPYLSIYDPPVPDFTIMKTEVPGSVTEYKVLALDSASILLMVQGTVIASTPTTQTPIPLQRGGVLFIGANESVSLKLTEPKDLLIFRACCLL
#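 test system = human PMI in coupled enzyme assay | medium = HEPES-buffered pH 7.4 with magnesium and detergent | also added = 1.0 mM mannose-6-phosphate substrate with 0.22 mM NADP+ | compound = 20 µM single dose | times = 20 min incubation at room temperature | measured by = resorufin fluorescence (Ex 544/Em 590 nm) from resazurin via diaphorase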
# bIAP act: intestinal alkaline phosphatase (bovine) activation; purified bovine IAP, CDP-star luminescence, 30 min; hits give high values; fold of DMSO-control signal, blank-subtracted; activation factor at 20 µM; hit rate 0.17% among 200,000; AID 1016;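 active = activation factor of 2 or more at 20 µM, a signal rise over negative controls twice the positive control's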
# PMI activator: increases human mannose-6-phosphate isomerase activity; hit rate 0.005% among 190,000; activation factor at 20 µM; P34949; purified human PMI, coupled resazurin fluorescence, 20 min; hits give high values; 1 = vehicle control, 0 substrate-free wells; AID 1214;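 active = activation factor of 2 or more at 20 µM, relative to plate controls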
# An asterisk follows results filed as active; . = not tested or not shown.
SMILES,TNAP act hiacc,FLuc act counter,APP 5'UTR act,NF-kB expr up,TNAP inh no acc,FLuc inh counter,TNAP inh hiacc,PMI act hi M6P,bIAP act,PMI activator
Cc1ccc[n+](CC(=O)Nc2cc(C(F)(F)F)ccc2N2CCOCC2)c1,1,1,14.6,1.17,-2.0,-2.3,-3.1,1.4,1,1.3
O=C(Nc1cccnc1)C1CCCN1S(=O)(=O)c1ccc(Cl)c(Cl)c1 (stereo not given),1,1,21.1,0.89,-9.1,-4.0,-3.9,1,0.9,0.9
Nc1cc2nc[nH]c2cc1N,0.9,0.8,162.6*,1.62,-11.2,15.2,9.0,0.3,1,0.3
CCCNC(=O)COC(=O)c1cc(SC)ccc1Cl,1.1,1,3.1,1.2,-13.0,-3.8,-7.8,1,0.9,1
Cc1ccccc1-n1cnc2cc(NCc3cccs3)ccc21,1.1,1.1,12.3,1.38,-6.1,-8.2,-6.9,0.9,1,0.8
O=C(Oc1ccc(N(Cc2cccs2)C2=NS(=O)(=O)c3ccccc32)cc1)c1ccccc1,1,1,4.2,1.35,-14.4,-0.5,-3.6,1,0.9,1
CCCCCOc1ccc(C(=O)NC(C(=O)O)C(C)C)cc1 (stereo not given),1,1.1,8.1,1.17,-16.1,-6.8,-2.6,1,0.8,1
CCc1c(C)c2ccc(OCC(N)=O)cc2oc1=O,1,0.9,-4.6,1.14,-9.5,10.3,1.3,1,0.9,1
Nc1ccccc1S(=O)(=O)c1ccccc1N,1,1.1,2.9,1.06,-1.2,-6.5,-2.1,0.9,1,1.1
CCOC(=O)c1cccc(NC(=O)CN(c2ccc(C)cc2)S(=O)(=O)c2c(C)noc2C)c1,1.1,1,5.2,0.92,-6.7,-0.1,-6.3,0.9,1,0.9
CC(C)CN(CC(C)C)C(=O)Nc1cccc([N+](=O)[O-])c1,1,1,8.3,0.96,-5.0,-4.1,-3.1,0.9,1.1,0.9
COc1ccc(-c2nnc(SCC(=O)NC(=O)NCc3ccco3)o2)cc1,1,1,0.3,1.11,-10.9,0.8,-2.9,0.8,1,0.8
COc1ccc(-c2ccc(SCC(=O)c3ccccc3)nn2)cc1OC,1,0.9,24.3,0.72,-2.8,6.8,-2.1,1,1.1,1
Cc1cc(NC(=O)CN2CCN(c3cccc(Cl)c3)CC2)no1,1,1.1,10.7,1.19,-16.7,-8.6,-3.8,1.1,0.9,1.1
O=C(Oc1ccc(-c2nnco2)cc1)N(c1ccccc1)c1ccccc1,1,1.1,25.3,1.05,-0.3,-8.4,-2.2,0.9,0.9,0.9
CCCC1CCC(=C(C#N)C(N)=O)CC1 (stereo not given),1,1,-3.2,1.03,-4.0,1.3,1.2,1,0.9,1.1
Cc1[nH]c(=O)[nH]c(=O)c1NS(=O)(=O)c1ccc2c(c1)CCCC2,1.1,1.1,7.8,0.88,-4.4,-9.9,-5.1,1,0.9,0.9
O=C(c1ccccc1NS(=O)(=O)c1cccs1)N1CCCC1,1,1,-5.7,1.11,-5.0,-3.7,-0.8,0.9,1,0.9
Cc1nn(-c2ccccc2)c(Cl)c1C1C(C#N)=C(N)Oc2n[nH]c(C)c21 (stereo not given),1,1,-5.1,1.09,-5.8,-4.6,-0.6,1,1,0.9
CC(=O)c1c(C)[nH]c(C(=O)Nc2ccc(C)c(S(=O)(=O)N(C)C)c2)c1C,1,0.7,-23.6,1.2,-7.0,26.8,-2.4,1,1.1,1

# Some of the entries so far, as tab-separated lines.
canonical_smiles	TNAP act hiacc	FLuc act counter	APP 5'UTR act	NF-kB expr up	TNAP inh no acc	FLuc inh counter	TNAP inh hiacc	PMI act hi M6P	bIAP act	PMI activator
Cc1[nH]c(=O)[nH]c(=O)c1NS(=O)(=O)c1ccc2c(c1)CCCC2	1.1	1.1	7.8	0.88	-4.4	-9.9	-5.1	1	0.9	0.9
O=C(c1ccccc1NS(=O)(=O)c1cccs1)N1CCCC1	1	1	-5.7	1.11	-5.0	-3.7	-0.8	0.9	1	0.9
Cc1nn(-c2ccccc2)c(Cl)c1C1C(C#N)=C(N)Oc2n[nH]c(C)c21 (stereo not given)	1	1	-5.1	1.09	-5.8	-4.6	-0.6	1	1	0.9

# The listing picks up with the 2 entries that preceded the break.
SMILES,TNAP act hiacc,FLuc act counter,APP 5'UTR act,NF-kB expr up,TNAP inh no acc,FLuc inh counter,TNAP inh hiacc,PMI act hi M6P,bIAP act,PMI activator
Cc1nn(-c2ccccc2)c(Cl)c1C1C(C#N)=C(N)Oc2n[nH]c(C)c21 (stereo not given),1,1,-5.1,1.09,-5.8,-4.6,-0.6,1,1,0.9
CC(=O)c1c(C)[nH]c(C(=O)Nc2ccc(C)c(S(=O)(=O)N(C)C)c2)c1C,1,0.7,-23.6,1.2,-7.0,26.8,-2.4,1,1.1,1
COc1ccc(NC(NC(=O)c2ccc(OC)cc2)C(Cl)(Cl)Cl)cc1 (stereo not given),1.1,1.1,-8.8,0.95,-9.3,-8.2,-5.0,0.8,0.9,0.8
COc1ccc(C(=O)NC2c3ccccc3-c3ccccc32)cc1,1,1,9.6,1.04,-6.3,-3.9,-1.5,1,0.9,0.9
CC(=O)OC(C(=O)NC1CCCCC1)c1ccc(C)cc1 (stereo not given),1.1,1.1,-7.6,0.95,-10.7,-9.3,-6.6,1,1,1
Cc1cc(=O)n(C2CCS(=O)(=O)C2)[nH]1 (stereo not given),1,1.1,3.6,0.98,-5.5,-6.3,-3.3,0.9,1.1,0.9
CN(C)C(CNC(=O)c1cccs1)c1cccnc1 (stereo not given),1,1.1,15.8,1.05,-16.3,-7.4,-3.9,1,0.8,0.9
CCOC(=O)Cn1cc(/C=C(/C#N)C(=O)NC(C)C)c2ccccc21,1,1,-1.1,1.19,-4.7,-1.2,-0.2,1,1,0.9
Nc1nonc1-c1noc(-c2ccc(Br)o2)n1,1.1,0.9,3.4,1.45,-12.6,6.0,-8.1,1,1,1
Cc1nn(C)c(C(=O)N2CCN(C(=O)c3ccco3)CC2)c1[N+](=O)[O-],1,1,1.3,1.16,-6.9,-0.8,-3.8,1,0.9,1.1
O=C(CSc1nnnn1-c1ccc(Cl)cc1)Nc1cccnc1Cl,1,1,3.0,0.81,-14.4,-3.9,-2.3,1,1,1
CCC(Oc1ccc2c(=O)c(-c3ccccc3OC)coc2c1)C(=O)OCc1ccccc1 (stereo not given),1,1,7.8,1.01,-4.2,-4.5,3.2,0.6,1,0.8
O=C(OCC(=O)c1ccc[nH]1)c1ccc2ccccc2n1,1,0.9,10.8,0.91,-10.0,13.1,-3.1,0.8,1,1
Cc1ccccc1C(=O)NCc1nnc(SCC(=O)N2CCN(c3ccccc3)CC2)n1C,1,1,6.8,0.97,-5.3,-3.2,0.5,0.9,1.1,0.9
Nc1ccc(C(=O)OCC(=O)N2CCN(C(=O)c3ccco3)CC2)cc1[N+](=O)[O-],0.9,0.9,20.7,1.21,-24.2,6.0,6.1,1.2,0.8,1
N#Cc1c(SCC(=O)Nc2nccs2)nc2c(c1-c1ccco1)CCCC2,1,1,-7.4,1,-7.2,-2.1,-3.6,1.3,0.9,1.1
c1ccc(N2CCN(c3nc4ccccc4n4nnnc34)CC2)cc1,1,1,4.6,0.55,-5.7,-4.5,-4.8,0.9,0.8,0.9
c1ccc(CCCCNCC2COc3ccccc3O2)cc1 (stereo not given),1,1,20.0,1.07,-3.4,-3.5,-1.3,0.9,0.9,0.9
COc1cccc(C2=Nn3c(nnc3-c3ccccc3O)SC2)c1,1,1,3.2,1.09,-27.2,-0.9,1.9,1,1.1,1
O=C(/C=C/c1ccco1)Nc1ccc2c(c1)OCO2,1.1,0.3,119.9,4.64*,-5.9,65.9*,-5.9,0.9,1.1,0.9
COc1ccc(CCNC(=O)COC(=O)/C=C/c2cccs2)cc1,1,1,-8.7,1.08,-10.3,1.3,-1.8,1,1,0.9
CCOC(=O)c1ccc(-n2c(CN3CCC(O)CC3)nc3ccc([N+](=O)[O-])cc3c2=O)cc1,1,1.1,-0.6,0.92,0.5,-13.4,-2.5,0.8,1,0.9
COC(CNC(=O)Cn1ncc2ccsc2c1=O)OC,1,1,-8.3,1.52,-9.0,-4.0,0.8,0.9,0.9,1
O=C(COCC(=O)NCc1ccccc1)NCc1ccccc1,1,1,19.4,0.95,-0.3,-0.4,-0.6,1,1.2,1.1
Cc1nn(C)c(-c2n[nH]c(=S)n2Cc2ccco2)c1Cl,1,1.1,-23.0,1.13,-10.5,-5.1,-0.7,1,0.9,1
CCc1ccc(NC(=O)c2cc(-c3ccc(F)cc3)on2)cc1,1,1.1,28.0,1.18,3.2,-5.3,-0.9,1.2,0.7,1.2
CC1CCN(S(=O)(=O)c2ccc(S(=O)(=O)NCC3COCCO3)cc2)CC1 (stereo not given),1.1,1.1,5.4,0.93,-12.1,-6.3,-5.1,1,1.1,0.9
O=[N+]([O-])c1cc(Cl)cc(/C=N/n2cnnc2)c1O,1,1.1,-12.6,1.35,0.2,-5.5,0.8,0.9,0.8,1.1
CCOc1cccc(C(=O)NC(=S)Nc2ccc(Cl)cc2C(=O)O)c1,1,1,0.6,0.99,-7.7,-4.0,-2.8,1,0.5,0.9
O=C(NCCC1=CCCCC1)c1ccc(Cl)c(S(=O)(=O)N2CCOCC2)c1,1.1,1.1,17.2,0.85,-12.0,-9.9,-7.1,1,0.9,0.9
CC(=O)Nc1ccccc1Nc1cc(C#N)c(C#N)cc1[N+](=O)[O-],1,1.1,-9.9,.,5.9,-5.6,3.6,1.1,0.8,1.1
CCOC(=O)c1ccc(NC(=O)N2CCc3ccccc32)cc1,1.1,0.5,205.3*,7.88*,-7.8,47.7,-7.5,0.9,0.9,0.9
Cc1cccc2sc(NNC(=O)c3cc(-c4cccs4)nc4ccccc34)nc12,1,1,-15.7,0.97,-14.4,-1.1,1.6,1.2,0.9,1.1
CS(=O)(=O)N(CC(=O)NCC1CCCO1)c1cc(Cl)ccc1Cl (stereo not given),1,1.1,-0.1,1.05,-6.5,-7.1,0.9,1,0.9,1
COc1cccc2cc(C(=O)Nc3cccc(C)n3)c(=O)oc12,1.1,0.5,.,.,8.7,53.7*,-5.4,1,0.9,1.1
COc1ccc(C(=O)COC(=O)CN2CC(=O)Oc3ccccc32)cc1Br,1,1.1,10.1,1.06,-13.2,-5.6,-4.6,0.8,1.4,0.8
O=C(Cn1ncc2ccccc21)N1CCc2ccccc21,1,1,12.1,0.87,-16.1,-3.8,-4.3,0.9,0.8,0.9
COc1ccc(OC)c(NC(=O)Cc2nn(C)c(=O)c3ccccc23)c1,1.1,1.1,3.1,0.9,-10.8,-8.3,-5.0,0.8,0.9,0.9
O=C(NC(=S)Nc1ccc(CN2CCOCC2)cc1)c1ccc([N+](=O)[O-])cc1Cl,1,1,3.0,1.07,1.1,-3.7,-1.8,0.8,1.1,0.9
O=c1[nH]c2ccc(S(=O)(=O)NCc3ccccn3)cc2s1,1,1.1,-27.1,1.16,3.0,-6.4,-1.3,1.1,1,1
O=CNC(=O)c1ccccc1C(=O)O,1,1.1,6.3,1.18,-10.9,-5.9,-2.4,1,0.9,0.9
CC(=O)NCCCNc1ccc([N+](=O)[O-])cc1,0.9,0.8,-16.2,1.54,2.1,16.2,11.1,0.8,0.9,0.9
CN(c1ccccc1C(=O)N1CCN(Cc2ccc3c(c2)OCO3)CC1)S(C)(=O)=O,1,1,-4.8,1.09,-14.7,-3.4,-3.7,0.9,1,1.1
